Shiga toxin inh: blocks Shiga toxin action in Vero cells; hit rate 9.2% among 290,000; inhibition, % at 38.7 µM; Vero cells, Shiga toxin protein synthesis inhibition reporter; in the data active = inhibition mostly above about 28%, no sharp cut-off; inactive = mostly below about 43%; note: 0% is about no effect
Pf growth 48h: P. falciparum growth inhibition at 48 hours (one generation) | hit rate 5.9% among 310,000 | AID 504832 | Potency, µM (series often up to 28.7 µM), inactives show top-dose activity change, negative = inhibition, hits mostly inhibitors | P. falciparum luciferase growth in erythrocytes, 48 h; note: potency is the fitted concentration of half-maximal effect; % is set by controls: 0 for no effect and ±100 for the full control effect
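In quantitative HTS format, infected erythrocytes bearing luciferase-reporter parasites were treated for a single generation at 37 C. Luminescence after adding detection reagent served as the growth measure.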
HCV inhibitor: HCV inhibition | Huh7.5.1 HCVcc-Cre infection, luciferase reporter, 44 h | Potency, µM (highest dose often 41.8 µM), for inactives: at the highest dose activity change, negative = inhibition, actives largely listed as inhibitors | AID 651820 | hit rate 3.4% among 340,000; note: potency is the fitted concentration of half-maximal effect; % is set by controls: 0 for no effect and ±100 for the full control effect
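Antiviral activity was scored by luciferase reporter output from cells infected with HCVcc-Cre (~0.5 moi) in presence of compound, 44 h infection period, cells seeded 1,000/well 4 h prior.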
Cycloheximide cs: counter-screen for Shiga toxin inhibitors: cycloheximide protein synthesis inhibition; max response, %; AID 2314; cell reporter, cycloheximide protein synthesis inhibition counterscreen; hit rate 12% among 300,000; in the data active = max response mostly above about 13%, no sharp cut-off; inactive = mostly below about 14%; note: read at 38.3 µM for the half of the compounds with a filed dose; 0% is about no effect
Giardia FBPA inh: blocks Giardia fructose-bisphosphate aldolase activity; hit rate 0.71% among 290,000; A8B2U2; purified Giardia FBPA; AID 2451; Potency, µM (doses to about 59.6 µM), for inactives: at the top dose activity, negative = inhibition, usual class: inhibitors; note: potency is the fitted concentration of half-maximal effect; % is set by controls: 0 for no effect and ±100 for the full control effect; nearly all actives have a fitted effect of over 55% in size
Target sequence (A8B2U2 whole entry, looked up): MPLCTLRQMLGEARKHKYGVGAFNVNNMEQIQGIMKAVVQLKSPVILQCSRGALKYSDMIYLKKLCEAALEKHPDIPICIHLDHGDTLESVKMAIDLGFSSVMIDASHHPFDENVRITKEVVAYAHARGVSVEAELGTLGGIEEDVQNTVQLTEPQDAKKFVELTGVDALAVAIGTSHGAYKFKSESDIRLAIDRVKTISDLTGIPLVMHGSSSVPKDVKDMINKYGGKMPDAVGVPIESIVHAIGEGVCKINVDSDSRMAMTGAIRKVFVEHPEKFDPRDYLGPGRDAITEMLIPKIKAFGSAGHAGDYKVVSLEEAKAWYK
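40 nM FBPA preincubated 10 min at RT with compound (up to 57.5 uM final), then substrate plus GAPDH/TPI/NAD/arsenate coupling and diaphorase/resazurin added. Fluorescence read after 20 min at RT, 525/598 nm.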
Pf growth 96h: P. falciparum growth inhibition at 96 hours; Potency, µM (series often up to 28.7 µM), for inactives: at the highest dose activity change, negative = inhibition, most hits filed as inhibitors; hit rate 6.9% among 320,000; P. falciparum luciferase reporter growth, 96 h; note: potency is the fitted concentration of half-maximal effect; % is set by controls: 0 for no effect and ±100 for the full control effect
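Parasite growth measured via integrated firefly luciferase reporter in P. falciparum. Infected erythrocytes at 2% hematocrit, 0.05% parasitemia final were treated 96 hours at 37 C under 5% CO2, and luminescence was read.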
* = called active by the depositor; ? = inconclusive; · = not tested or not shown; [ ] = dose if it differs, or a comment. Unless noted, calls come from the whole dose curve; as a rule, active = well fitted curve in the direction sought with a large enough effect; inconclusive = small, poorly fitted or top-dose-only effect, or another doubt; inactive = no such curve, though single readings can be large; an effect the other way counts as inactive or inconclusive.

canonical_smiles,Shiga toxin inh,Pf growth 48h,HCV inhibitor,Cycloheximide cs,Giardia FBPA inh,Pf growth 96h
Cc1cc(C)c2nc(-c3ccccn3)cc(C(=O)n3cccn3)c2c1,-16,12%,2%,2,-8%,1%
Cc1ccc(S(=O)(=O)CCC(=O)NCCC2=CCCCC2)cc1,·,10%,-21%,·,·,5%
O=C(NC1CCS(=O)(=O)C1)c1cn(-c2ccccc2)nc1-c1ccccc1 (stereo not drawn),3,9%,-6%,-3,-2%,?
COc1ccccc1CNC(=O)c1cnn2c(C(F)F)cc(C)nc12,-15,·,-10%,-3,5%,?
CC(=O)N/C(=C\c1ccc(F)cc1)C(=O)NC(Cc1ccccc1)C(=O)O (stereo not drawn),-6,-3%,11%,-1,5%,-2%
COc1cc(NC(=O)CN2CCC(C(N)=O)(N3CCCCC3)CC2)c(OC)cc1Cl,-4,?,-25%,1,4%,-19%[5.75 µM]
Cc1cc(=O)[nH]c(SCCc2ccccc2)n1,-6,15%,9%,-4,-28%,53%[activator]
CN1CCN(CCCNC(=O)c2ccc3c(=O)n(CCc4ccccc4)c(=O)[nH]c3c2)CC1,-2,?,-39%,1,-16%,33%
O=C(N/N=C/c1ccc(Cl)cc1)c1ccc2c(c1)OCO2,90*,85%[activator],?,51*,-4%,-3%
COc1ccc(C(=O)n2nnc3ccccc32)cc1Br,8,-8%,11%,0,-14%,·
CCCC(=O)O[C@@H]1C[C@@H](C)N(C(=O)c2ccccc2)c2ccc(C)cc21,-8,?,?,2,9%,?
C1=C(c2ccccc2)N2CCN=C2S1,-15,7%,-13%,-2,-9%,·
COCCNC(=O)CS(=O)Cc1nc(-c2ccc(OC)cc2)oc1C (stereo not drawn),-27,·,16%,-3,0%,?
C/C=C(/C)C(=O)Nc1cccc(C2=NOC3(C2)C[C@@H](C(N)=O)N(C(=O)[C@H]2CCC(=O)N2)C3)c1 (stereo partly drawn),-4,51%[activator],?,-6,4%,66%[activator]
COc1ccc(CC(CC(=O)O)C(=O)Nc2ccc(Cl)c(Cl)c2)cc1 (stereo not drawn),0,15%,14%,-4,9%,9%
Cc1ccc(Cl)cc1N1CCN(C(=O)Cc2csc(Nc3nc(=S)[nH]c4ccccc34)n2)CC1,-3,7%,?,10,-4%,-7%
COc1ccc(C(=O)N2CCN(c3ccc(NC(=O)c4ccco4)cc3)CC2)cc1,0,18%,-7%,-1,5%,0%
CCC(=O)N1CCN(c2ccccc2NC(=O)COc2ccc(C(C)C)cc2)CC1,-5,10µM*,?,-3,·,?
COc1cc(C(=S)N2CCOCC2)cc(OC)c1OC(=O)Cc1ccc(F)cc1,9,1%,2%,0,-5%,0%
CCOc1cccc(C(=O)Nc2ccc3c(c2)OCCO3)c1,37,252%[activator],3%,36*,-2%,182%[activator]
CCN(CC(=O)Nc1c(F)cccc1F)C(=O)c1ccc(N2CCOCC2)c([N+](=O)[O-])c1,·,14%,-23%,·,·,?
CCOC(=O)C1(Cc2ccc(OC)cc2)CCN(C(=O)CN2CCOC2=O)CC1,17,-15%,21%,14,-1%,13%
COc1ccc(N/N=C(/Oc2ccc([N+](=O)[O-])cc2)C(C)=O)cc1,-1,?,5%,6,-1%,12µM*
Cc1ccc(-n2c(O)c(C=NC3CCS(=O)(=O)C3)c3ccccc3c2=O)c(C)c1 (stereo not drawn),4,?,-7%,0,-2%,?
Cc1ccc2c(c1)N(C(=O)CCC(=O)N1CCC3(CC1)OCCO3)CC(C)O2 (stereo not drawn),-1,-7%,-4%,-5,·,?
COc1ccc(CN2C(=O)c3cccnc3C2=O)cc1S(=O)(=O)N1CCCCC1C (stereo not drawn),-4,?,17%,7,-3%,54%[activator]
Cc1cc(NC(=O)C(C)SCC(=O)Nc2ccccc2N2CCCCC2)no1 (stereo not drawn),·,8.3µM*,?,·,·,9.3µM*
CCC1(c2ccccc2)NC(=O)N(CC(=O)NCC2COc3ccccc3O2)C1=O (stereo not drawn),·,?,11%,·,·,29%
COC(=O)N/N=C/c1cn(CCCOc2ccccc2)c2ccccc12,72*,102%[activator],?,40*,11%,179%[activator]
Cn1c(NC(=O)c2cc(-c3ccc4c(c3)OCO4)nc3ccccc23)cc(=O)n(C)c1=O,31,1%,13%,43*,-5%,104%[activator]
COc1ccc(N2C(=O)[C@H]3[C@@H](C2=O)C2c4ccccc4C=NN2[C@H]3C(=O)C(C)(C)C)cc1 (stereo partly drawn),-2,-2%,-22%,-1,-7%,0%
COc1ccc(-c2nc(-c3cccc(C)c3)nc(N3CCN(C)CC3)c2C#N)cc1,-16,?,27%,1,0%,?
NCCSSCCN,-8,-2%,-15%,-4,?,16%
CCOC(=O)C(=CNc1ccc2c(c1)c1ccccc1n2CC)C(=O)OCC,-5,44%,10µM*,-1,1%,52%[activator]
COc1cccc(OC)c1OCCCCn1cnc2ccccc2c1=O,14,?,?,-1,?,57%[activator]
CCn1ncc(S(=O)(=O)Nc2cc(Cl)ccc2C)c1C,2,29%,9%,-1,·,?
O=C(NCc1nnc(SCc2ccc(C(F)(F)F)cc2)n1-c1ccccc1)C12CC3CC(CC(C3)C1)C2,-6,?,?,0,-3%,1.7µM*
COc1ccc(CNC(=O)CNC(=O)c2ccc(C(C)(C)C)cc2)cc1OC,16,?,-8%,5,-13%,?
O=C(O)CCc1nc2cccnc2n1Cc1ccccc1,-24,-9%,25%,-4,3%,358%[activator]
O=C(Cn1c(=O)n(-c2ccc(F)cc2)c(=O)c2sccc21)NC1CCCCC1,10,3%,7%,-1,0%,?
CCOC(=O)c1cc(-c2ccc(/C=N\n3cnnc3)o2)ccc1Cl,-5,23%,-14%,-2,8%,35%[activator]
CC(=O)NC(c1ccc(C)cc1)c1cc(Cl)c2cccnc2c1O (stereo not drawn),-7,?,5.6µM*,-2,?,29%
O=C(c1ccco1)N1CCN(Cc2nnc(-c3ccccc3)o2)CC1,-8,-12%,22%,-3,-14%,16%
O=C1CSC(c2ccc(Cl)cc2Cl)N1c1ccccn1 (stereo not drawn),-15,-23%,22%,1,-2%,?
CN(C)c1ccc(NC(=O)CN2CCC(O)(c3ccccc3)CC2)cc1,6,-2%,-5%,-1,-1%,-23%
O=C(COc1ccc(Br)cc1Cl)N1CCN(c2ncccn2)CC1,·,?,-5%,·,·,?
CC1(C)C2CCC1(C)C(OC(=O)c1ccc(O)cc1)C2 (stereo not drawn),9,?,7%,-3,7%,?
Nc1ccc(S(=O)(=O)NC2=NCCCCC2)cc1,3,11%,7%,-3,3%,-14%
COc1ccc(C(=O)NC(=S)N2CCOCC2)cc1Br,-6,?,9%,-3,16µM*,?
COc1cccc(N2CCN(C(=O)c3cc4cc(Cl)ccc4[nH]3)CC2)c1,17,?,10%,16,-6%,?

Additional records follow.
canonical_smiles,Shiga toxin inh,Pf growth 48h,HCV inhibitor,Cycloheximide cs,Giardia FBPA inh,Pf growth 96h
CC(CC(=O)Nc1ccccc1)n1ccnc1 (stereo not drawn),-8,-10%,8%,2,1%,4%
Cc1cccc2nc(CSc3nc4cc([N+](=O)[O-])ccc4s3)cn12,-9,6%,2%,8,-3%,?
COc1ccc([N+](=O)[O-])cc1NC(=O)c1ccc(C)o1,-14,10%,?,-3,3%,-11%
Nc1cc(C(F)(F)F)ccc1NCCc1ccccn1,35,·,4%,12,6%,?
O=C(c1ncn[nH]1)N1CCN(c2nc(-c3ccccc3)cs2)CC1,49,71%[activator],-22%,15*,11%,·
Cc1cccc(/C=N/n2c(-c3cc(-c4ccccc4)n[nH]3)n[nH]c2=S)c1,-8,-4%,-1%,2,9%,49%[activator]
Cc1cccc(-c2nc(CS(=O)CC(=O)N3CCCCC3)c(C)o2)c1 (stereo not drawn),-5,·,-12%,-5,-1%,-96%
COc1ccc(Cc2c(N)nc(N)nc2N)cc1,17,-6%,10%,2,·,8%
CC(/C=C/c1ccc2c(c1)OCO2)=N\NC(=O)COc1ccccc1C,-4,-16%,?,-1,-10%,15%
COc1ccc(-c2noc(CCCOc3ccccc3)n2)cc1OC,-8,2%,-25%,-1,-4%,13%
O=C(NCC(=O)N1CCC2(CC1)NCCc1[nH]cnc12)c1ccc2ccccc2c1,25,6%,10%,13,·,-1%
CCOc1ccc(C(c2c(NC(=O)c3ccco3)sc(C)c2C)N2CCOCC2)cc1 (stereo not drawn),·,5.2µM*,?,·,·,13µM*
CCOC(=O)CN(c1ccccn1)S(=O)(=O)c1ccc(OC)cc1,-2,20%,-2%,0,0%,?
Cc1nc2c(cnn2-c2ccccc2Cl)c(=O)n1-c1ccc(N2CCC(C)CC2)cc1,-11,·,13µM*,-3,-11%,9%
Cc1ccc(NC(=O)c2ccc3c(c2)OCCO3)cc1,72,234%[activator],-7%,0,·,62%[activator]
O=C(N/N=C/c1ccc(OC(=O)c2cccs2)cc1)c1cccc(F)c1,31,58%[activator],8%,47*,-3%,31%[activator]
O=C(Nc1ccccc1F)c1cc(S(=O)(=O)N2CCOCC2)ccc1N1CCOCC1,·,-1%,16%,·,·,?
O=C(CN1C(=O)NC2NC(=O)NC21)N/N=C/c1ccccc1O (stereo not drawn),0,-9%,3%,9,13%,?
Cc1noc(C)c1CC(=O)Nc1ccc2c(c1)OCO2,·,-15%,-15%,·,·,22%
CCOC(=O)N1CCN(C(=O)CCSc2ccccc2)CC1,85*,112%[activator],9%,54*,1%,15%
COc1ccc(CN2C3CCCC2CC(NC(=O)/C=C/c2ccccc2)C3)cc1 (stereo not drawn),32,?,-28%,12,15%,-20%
O=S(=O)(c1ccccc1)N1CCN(C(=S)Nc2ccccc2)CC1,-11,?,4%,16,·,-6%
CCOC(=O)c1c(-c2ccccc2)csc1NC(=O)C(C)NCc1ccco1 (stereo not drawn),-17,?,?,0,-30%,13µM*
CC(=O)c1ccc(-c2cc([C@H]3[C@H]4C=CC[C@@H](C)[C@@H]4C(=O)N3Cc3ccccc3)ccc2F)cc1,1,12µM*,-14%,-5,3%,?
COc1ccc(C2CC(=O)c3c(C)nc(N4CCN(Cc5ccccc5)CC4)nc3C2)cc1OC (stereo not drawn),16,8.3µM*,3.5µM*,3,-13%,10µM*

Compound profiles (already shown). Values in the order: Shiga toxin inh | Pf growth 48h | HCV inhibitor | Cycloheximide cs | Giardia FBPA inh | Pf growth 96h
`O=C(N/N=C/c1ccc(OC(=O)c2cccs2)cc1)c1cccc(F)c1` in the list: 31 | 58%[activator] | 8% | 47* | -3% | 31%[activator]
`Cc1cccc2nc(CSc3nc4cc([N+](=O)[O-])ccc4s3)cn12` in the list: -9 | 6% | 2% | 8 | -3% | ?
`Cc1cccc(-c2nc(CS(=O)CC(=O)N3CCCCC3)c(C)o2)c1` (stereo not drawn) in the list: -5 | · | -12% | -5 | -1% | -96%

Next structures
canonical_smiles,Shiga toxin inh,Pf growth 48h,HCV inhibitor,Cycloheximide cs,Giardia FBPA inh,Pf growth 96h
COCCN(C(=O)COC(=O)Cc1c[nH]c2ccccc12)c1c(N)n(Cc2ccccc2)c(=O)[nH]c1=O,·,?,8%,·,·,-18%
NC(=O)Cn1cc(/C=N\NS(=O)(=O)c2cccc([N+](=O)[O-])c2)c2ccccc21,-8,3%,31%[activator],1,-10%,-11%
O=C1C2CCCN2C(=S)N1c1ccccc1 (stereo not drawn),10,6%,3%,12,-7%,7%
CC(=O)Nc1cccc(NC(=O)CSc2nnc3ccc(-c4cccnc4)nn23)c1,·,0%,9%,·,·,?
CC1CCN(CC(=O)NC(=O)NCc2ccccc2)CC1,33,2%,24%,-2,0%,5%
Cc1nc2ccc(Cl)cc2nc1C,5,13%,24%,1,-13%,8%
